Screening results deposited in PubChem BioAssay by several laboratories.
D1 allo mod – D1 CRE-luciferase signal change, two-sided – cell-based, HEK293 D1, dopamine EC30, D1 allosteric modulator project, primary screen; B-score at 10 µM; dopamine EC30 potentiation; actives deviate in either direction; hit rate 5.9% among 58,000; D(1A) dopamine receptor (Homo sapiens), P21728;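 active = luminescence count or its row- and column-corrected plate score outside the 99.7% band of the plate's sample wells, on either side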
TNAP act DEA – human TNAP enzyme activators, primary screen, biochemical, luminescent, intermediate phosphate acceptor level | 64,000 tested, under 10 active | activation factor at 20 µM | purified TNAP, CDP-star luminescence, 100 mM DEA, 30 min; active compounds read high; scale: 0 levamisole-inhibited, 1 vehicle-only enzyme;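 active = activation factor of at least 2 at 20 µM, relative to controls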
Target sequence (P05186 whole entry, looked up): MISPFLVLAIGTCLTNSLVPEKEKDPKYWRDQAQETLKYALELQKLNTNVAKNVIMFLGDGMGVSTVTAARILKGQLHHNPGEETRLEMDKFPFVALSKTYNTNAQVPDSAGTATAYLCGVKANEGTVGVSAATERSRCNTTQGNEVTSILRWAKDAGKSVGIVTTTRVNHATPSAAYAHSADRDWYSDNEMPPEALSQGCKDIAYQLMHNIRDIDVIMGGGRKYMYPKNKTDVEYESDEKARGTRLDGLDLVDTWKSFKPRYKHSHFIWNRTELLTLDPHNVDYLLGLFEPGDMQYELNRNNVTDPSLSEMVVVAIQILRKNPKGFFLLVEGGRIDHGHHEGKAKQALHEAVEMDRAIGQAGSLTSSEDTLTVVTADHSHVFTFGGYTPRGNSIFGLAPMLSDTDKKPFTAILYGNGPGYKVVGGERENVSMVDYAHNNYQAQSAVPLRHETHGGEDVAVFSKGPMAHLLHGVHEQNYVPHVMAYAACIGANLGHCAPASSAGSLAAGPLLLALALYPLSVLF
S1P1 ag pot – S1P1 agonists and agonism potentiators, primary screen, cell-based, primary and confirmation screens, CRE-bla reporter; Sphingosine 1-phosphate receptor 1 (Homo sapiens), P21453; S1P1 CRE-bla cells, forskolin, beta-lactamase FRET, potentiator mode; S1P1 agonist co-added at EC20, 2 nM; 100% = saturating reference agonist, 0% = basal; activation, % at 9.5 µM; hit rate 0.57% among 56,000;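 active = activation above a cutoff set at the mean activation of all tested compounds plus 3 SD, cut at about 54% in these data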;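 also: forskolin at 4 µM as EC80 and the EC20 agonist is SEW2871; 100% = SEW2871 at its EC100 plus forskolin at EC80; some compounds past the cut are filed as inactive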
Ec RNAP inh – E. coli RNAP inhibitors, biochemical. E. coli RNA polymerase, fluorescence transcription assay. inhibition, %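 (tested at 10 µM)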. hit rate 0.2% among 62,000. AID 559, 2006. DNA-directed RNA polymerase subunit beta (Escherichia coli (strain K12)), P0A8V2; in the data active = inhibition above about 20%;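 also: 0% = enzyme without compound and 100% = no enzyme blank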
S1P3 ag – human S1P3 receptor agonists, primary screen, cell-based, primary and confirmation, NFAT-BLA reporter; Sphingosine 1-phosphate receptor 3 (Homo sapiens), Q99500; S1P3 NFAT-BLA reporter cells, agonism, FRET ratio; relative to 1 µM S1P, basal subtracted; activation, % at 4.5 µM; hit rate 0.1% among 60,000;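 active = activation above the screen-wide mean plus 3 SD, cut at about 4.5% in these data, passing the limit was not always enough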; also: some compounds called inactive have numbers as strong as hits
Target sequence (Q99500 whole entry, looked up): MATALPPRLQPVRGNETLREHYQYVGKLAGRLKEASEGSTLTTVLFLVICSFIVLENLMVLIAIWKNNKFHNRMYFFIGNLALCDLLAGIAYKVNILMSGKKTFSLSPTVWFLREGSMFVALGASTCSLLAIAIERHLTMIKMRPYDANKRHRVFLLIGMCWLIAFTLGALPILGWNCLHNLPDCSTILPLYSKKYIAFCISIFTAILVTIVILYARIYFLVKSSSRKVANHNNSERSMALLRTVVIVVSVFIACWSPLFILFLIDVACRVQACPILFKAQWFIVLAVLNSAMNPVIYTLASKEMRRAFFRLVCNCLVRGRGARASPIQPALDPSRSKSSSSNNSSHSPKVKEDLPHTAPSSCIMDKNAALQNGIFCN
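Assay system: CHO cells stably expressing human S1P3, Gα16 and NFAT-β-lactamase reporter. Timing: overnight plating, 4 h compound 37 °C, 2 h substrate RT. Signal: β-lactamase FRET emission ratio 460/535 nm. Measure: percent activation versus median 1 µM S1P response, basal-subtracted, per plate. Repeats: primary screen single test, confirmation screen in triplicate.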
M1 antagonist – antagonists of rat M1 muscarinic receptor. hit rate 3.4% among 64,000. CHO-M1 cells, Fluo-4 calcium, ACh EC80 antagonist mode; active compounds read low. B-score at 10 µM. Muscarinic acetylcholine receptor M1 (Rattus norvegicus), P08482. AID 628, 2007;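 active = calcium fluorescence response, raw or row-and-column corrected B-score, differing from the plate sample mean either way at a set confidence level, mostly lower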
HEK293 NFkB inh – inhibitors of PMA/ionomycin-induced NF-kB reporter, primary screen, antigen receptor NF-kB inhibitor project, cell-based, HEK-293 luciferase reporter, luminescence | HEK-293 NF-kB luciferase reporter | inhibition, % at 3 µM | hit rate 0.21% among 62,000;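 active = inhibition above the mean of all tested compounds plus 3 SD, cut at about 40% in these data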;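 also: 0% = stimulated DMSO wells and 100% = 10 µM reference inhibitor 5653914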
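System – HEK-293 cells with stable firefly luciferase reporter driven by four HIV NF-kB elements · Doses – one dose, 3 µM · Schedule – 1 h compound pre-incubation, 16 h PMA/ionomycin at 37 °C · Technique – luminescence from luciferase substrate reagent · Measure – percent inhibition normalized per plate to DMSO and reference-inhibitor controls · Replicates – tested once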
Jurkat tox 60K – cytotoxicity toward Jurkat T cells, primary screen, cytotoxicity control, cell-based, Jurkat E6.1, 60K MLSMR library; inhibition, % at 4 µM; hit rate 1.2% among 56,000; Jurkat E6.1 viability, ATP luminescence, 48 h;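 active = inhibition above the mean inhibition of all tested compounds plus 3 SD, cut at about 28% in these data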
M1 agonist – M1 muscarinic receptor agonists, primary screen, CHO-M1 cells, Fluo-4 calcium, agonist mode. Fluo-4 calcium fluorescence; active compounds read high. hit rate 3% among 64,000. B-score at 10 µM. Muscarinic acetylcholine receptor M1;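 active = fluorescence rise, raw or as B-score row- and column-corrected plate score, outside the 99.7% band of its plate's samples, either direction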
Starred values were filed as active, the others as inactive; x = not tested or not shown. An unsorted share of the library; overall some 12% were active at least once.

compound	D1 allo mod	TNAP act DEA	S1P1 ag pot	Ec RNAP inh	S1P3 ag	M1 antagonist	HEK293 NFkB inh	Jurkat tox 60K	M1 agonist
CCOC(=O)c1cc2sccc2n1CC(=O)N1CCc2ccccc21	-0.85	0.9	x	4	x	0.36	14	x	-0.0079
O=C(C1CCCO1)N1CCC(c2nc3ccccc3[nH]2)CC1 (configuration not stated)	0.37	0.9	-15	0	-0.5	1.4	10	3	0.01
COc1cccc(-n2nnc3c(=O)n(Cc4ccc(C)cc4)cnc32)c1	-0.12	0.9	4	7	-0.7	-0.17	8	1	0.17
CCOC(=O)N1CCC(NC(=O)c2cc3ccccn3n2)CC1	0.0052	1	-7	3	-0.7	-1.6	14	5	-0.064
O=C(CN1CCN(S(=O)(=O)c2ccc(Cl)cc2)CC1)Nc1ccc2c(c1)OCCO2	0.32	1	2	9	-0.2	0.3	12	2	0.33
CCSc1nnc(NC(=O)CN(C)S(=O)(=O)c2ccc(F)cc2)s1	-1.1	1	2	4	0.9	-0.52	19	-3	0.26
COc1ccc(CCNC(=O)C2CCN(C(=O)N(C)C)CC2)cc1OC	1.5	1	-4	-1	-0.5	0.013	14	-10	0.56
COc1cc(CNc2ncn[nH]2)cc(Br)c1OC	0.15	1	-20	-2	-0.3	0.95	5	3	0.48

Grouped by structure, those above containing an NH in an aromatic ring.
compound	D1 allo mod	TNAP act DEA	S1P1 ag pot	Ec RNAP inh	S1P3 ag	M1 antagonist	HEK293 NFkB inh	Jurkat tox 60K	M1 agonist
O=C(C1CCCO1)N1CCC(c2nc3ccccc3[nH]2)CC1 (configuration not stated)	0.37	0.9	-15	0	-0.5	1.4	10	3	0.01
COc1cc(CNc2ncn[nH]2)cc(Br)c1OC	0.15	1	-20	-2	-0.3	0.95	5	3	0.48

Next part:
compound	D1 allo mod	TNAP act DEA	S1P1 ag pot	Ec RNAP inh	S1P3 ag	M1 antagonist	HEK293 NFkB inh	Jurkat tox 60K	M1 agonist
O=C(CCCn1c(=O)c2sccc2n(Cc2cc(=O)n3ccccc3n2)c1=O)NCc1ccco1	-0.027	0.8	-5	-8	-1.2	-0.11	6	-1	0.13
Cc1cccc(C)c1OCC(O)CNS(=O)(=O)c1ccccc1C(=O)N1CCCCC1 (configuration not stated)	x	0.9	0	9	-1.7	-1.1	x	x	4.8
CCOC(=O)c1cnc(-n2nc(C)cc2C)nc1NC1CCCCC1	2.6	0.9	110*	7	-1.8	-1.1	25	13	0.19
Cc1ccc(Cn2ccc(NC(=O)c3cc(-c4ccc(Cl)cc4)on3)n2)cc1	0.27	1	-13	6	-1.3	0.024	11	6	-0.47
Cc1ccc(C2C3=C(CC(C)(C)CC3=O)Nc3n[nH]c(C)c32)cc1 (configuration not stated)	1.5	1.1	-1	-1	-0.7	0.52	27	-6	0.15
CCc1ccc(OC)c(S(=O)(=O)NCCOc2ccccc2)c1	0.43	0.9	-8	2	0.7	-0.4	-2	-9	0.75
Cc1c(C(=O)NCCc2ccccc2)oc2ccc(S(=O)(=O)N3CCOCC3)cc12	x	0.9	x	-1	x	-1.7	25	x	2.3*
Cc1ccc2cc3cc(C(=O)NCc4ccco4)oc3nc2c1	-2.4	1	13	-1	-0.5	0.54	27	8	0.33

compound	D1 allo mod	TNAP act DEA	S1P1 ag pot	Ec RNAP inh	S1P3 ag	M1 antagonist	HEK293 NFkB inh	Jurkat tox 60K	M1 agonist
O=C(CSc1ccc2nnc(-c3ccccn3)n2n1)NCC1CCCO1 (configuration not stated)	-0.27	0.9	-1	4	-0.6	0.27	16	-10	-0.78
COCCn1c(-c2ccc(-c3ccccc3Cl)o2)nc2c1c(=O)[nH]c(=O)n2CC(C)C	1.2	0.8	3	-9	0.7	0.86	12	-1	-0.93
CCC(C)n1c(-c2cccs2)nc2nc3ccccc3nc21 (configuration not stated)	10*	0.9	-32	-11	-0.2	0.0012	20	3	0.039
O=C(Cn1nc(-c2ccccc2)c2ccccc2c1=O)Nc1ccccn1	0.77	0.9	-25	8	-0.6	-0.42	8	-3	-0.031
COc1ccc(C(N)=O)cc1NC(=O)c1cccc(F)c1	-0.86	1	0	6	0.9	0.67	-10	1	1
Cc1cc2oc3c(c(=O)c2cc1C)C(c1ccc(F)cc1)N(CCCN1CCOCC1)C3=O (configuration not stated)	0.64	1	-17	6	0.0	0.84	14	-4	0.0099
O=C1CC(c2cccc(Oc3ccccc3)c2)NC(=O)N1 (configuration not stated)	-2	0.9	12	9	2.8	0.3	16	6	-0.67
O=C(NCc1ccco1)C(c1ccco1)N(CCc1ccccc1)C(=O)Cn1nnc2ccccc21 (configuration not stated)	-0.5	0.9	-2	7	-1.0	0.36	26	-7	-0.65

compound	D1 allo mod	TNAP act DEA	S1P1 ag pot	Ec RNAP inh	S1P3 ag	M1 antagonist	HEK293 NFkB inh	Jurkat tox 60K	M1 agonist
COc1ccc(OCCC(=O)Nc2cc(C)on2)cc1	-0.06	0.9	x	3	-0.4	0.68	4	0	-0.03
Cc1cc(=S)cc(C)n1CCCn1ccnc1	-0.19	1	x	0	x	-0.21	13	x	0.23
CCC(=O)NCCc1cc2cc(C)c(C)cc2[nH]c1=O	-0.36	0.9	-18	-5	-1.0	1.1	0	1	0.22
CC1CN(C(=O)c2cnn3c(C(F)F)cc(-c4ccccc4)nc23)CC(C)O1 (configuration not stated)	x	0.9	x	7	x	0.76	5	x	0.39
Cc1occc1C(=O)Nc1ccccc1C(=O)O	-0.32	1	-8	-1	-1.2	0.32	-4	-2	-0.71
COc1ccccc1Oc1coc2c(CN3CCN(C)CC3)c(O)ccc2c1=O	-0.51	0.9	-5	6	-0.5	0.094	1	-2	-0.62
COC(=O)c1[nH]c2ccc(F)cc2c1NC(=O)C1=COCCO1	1.2	0.9	-13	3	-1.0	-0.56	17	-2	0.033
CC1CCN(S(=O)(=O)c2cccc(C(=O)N(C)C3CCS(=O)(=O)C3)c2)CC1 (configuration not stated)	0.52	0.9	x	9	-0.5	-0.0097	11	-3	0.59

compound	D1 allo mod	TNAP act DEA	S1P1 ag pot	Ec RNAP inh	S1P3 ag	M1 antagonist	HEK293 NFkB inh	Jurkat tox 60K	M1 agonist
c1ccc(-n2c(-c3ccncc3)nnc2-c2ccco2)cc1	0.055	0.8	4	0	-0.7	0.096	7	0	0.37
Cn1c(=O)[nH]c(=O)c2c1nc(NCCCn1ccnc1)n2CCOc1ccccc1	0.0066	0.9	3	13	-0.3	0.41	4	8	0.56
O=S(=O)(CCc1ccccc1)N1CCOCC1	0.38	0.9	-25	7	-1.2	x	4	-4	x
CCOc1nnnc2c1sc1nc(N3CCOCC3)c3c(c12)CC(C)(C)OC3	x	0.9	0	-17	-4.8	0.7	x	x	-0.64
O=c1[nH]c2sc3c(c2c(=O)n1Cc1ccccc1)CCC3	x	0.9	-5	12	-0.8	-0.21	x	x	0.0029
Cn1c(N)c(C(=O)COC(=O)CCCc2c[nH]c3ccccc23)c(=O)n(C)c1=O	-0.85	1	3	3	-0.3	0.069	4	-11	-0.14
COc1cc(OC)cc(OCC(O)Cn2cnc3cc(C)c(C)cc32)c1 (configuration not stated)	0.22	1	-1	5	-0.4	2.2	14	2	-0.49
C1=C(c2cccc3ccccc23)N2CCN=C2S1	-1	1.1	-4	2	-0.1	-0.94	-12	-8	-0.92

compound	D1 allo mod	TNAP act DEA	S1P1 ag pot	Ec RNAP inh	S1P3 ag	M1 antagonist	HEK293 NFkB inh	Jurkat tox 60K	M1 agonist
O=C(O)c1cc(-c2ccncc2)nc2ccc(S(=O)(=O)N3CCOCC3)cc12	-0.12	0.9	x	13	x	-0.72	14	x	-0.53
CCCCNC(=O)N1CCOCCOCCN(C(=O)NCCCC)CCOCCOCC1	-0.4	0.9	9	3	-3.7	-0.58	x	x	-0.21
Cc1csc2ncc(C(=O)Nc3ccc(C(F)(F)F)cc3)c(=O)n12	-0.63	1	-7	2	-1.2	-0.52	12	4	-0.21
CCCNC(=O)C1CC(=O)N(c2ccc(OCC(=O)Nc3cc(C)cc(C)c3)cc2)C1 (configuration not stated)	-0.33	0.8	-10	4	0.2	0.0049	5	-4	-0.45
COc1ccc(-n2c(Cc3cccn3C)nnc2SCC(=O)Nc2ccccc2OC)cc1	0.56	0.9	12	-2	-0.9	0.65	15	5	-0.4
CC(C)(C)C(=O)CC(=O)Nc1ccc(Cl)c(N)c1	0.43	1	-17	-3	-0.3	-0.38	-2	12	0.11
COc1ccc(N(CC(=O)NCc2ccccc2)S(=O)(=O)c2c(C)noc2C)cc1	x	0.9	-6	9	-0.5	0.29	-1	0	0.17
CCn1c(SCC(=O)N2CCCC2)nnc1-c1ccc(S(=O)(=O)N2CCCCCC2)cc1	-0.6	0.9	5	x	-0.7	-0.09	6	7	1

compound	D1 allo mod	TNAP act DEA	S1P1 ag pot	Ec RNAP inh	S1P3 ag	M1 antagonist	HEK293 NFkB inh	Jurkat tox 60K	M1 agonist
COc1ccc(S(=O)(=O)NC2CC(C)(C)NC(C)(C)C2)c(C)c1C	0.57	0.9	9	8	-0.6	0.25	22	-4	-0.11
Cn1c2ccc(CC(=O)O)cc2c2cc(CC(=O)O)ccc21	0.22	1	-7	2	-0.3	-0.27	10	-6	0.081
CCOC(=O)c1cc(C)n(CCCN2CCOCC2)c1C	-1.7	0.9	-3	9	0.5	-1*	0	2	-0.2
Cc1cc(N2C(=O)c3ccc(C(=O)NCc4ccccc4)cc3C2=O)no1	-0.09	0.9	-5	7	-0.2	1.1	17	0	0.77
Cn1c(=O)c2cc(S(=O)(=O)NC(C(=O)Nc3cccnc3)c3ccccc3)ccc2n(C)c1=O (configuration not stated)	-0.16	0.9	-19	8	0.6	-0.31	18	-21	0.16
